Hsp90 inh: tumor Hsp90 inhibitors, primary screen, cell lysate, fluorescence polarization, NCI-N417 lysate. Cy3B-geldanamycin FP displacement. inhibition, % at 30 µM. actives 0.35% (n = 64,000). AID 429, 2006;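 active = inhibition above 50%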;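 note: 0% = tracer plus lysate wells and 100% = tracer alone without lysate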
DUSP1 inh: MKP-1 phosphatase inhibitors, primary screen, biochemical, in vitro. recombinant MKP-1, OMFP hydrolysis fluorescence. inhibition, %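 (compounds tested at a single concentration somewhere between 10 and 100 µM)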. actives 0.15% (n = 65,000);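 active = inhibition above about 50%, limit read from the data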;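 note: 0% = DMSO max control wells and 100% = wells with enzyme stopped by NaOH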
Cdc25B inh: inhibitors of Cdc25B phosphatase catalytic domain, primary screen, biochemical, OMFP fluorescence; recombinant Cdc25B, OMFP fluorescence Ex485/Em525; inhibition, %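 (compounds tested at 10 µM final in the well)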; actives 0.1% (n = 65,000); AID 368, 2006; in the data active = inhibition above about 50%
FXIIa mix inh: human factor XIIa inhibitors, primary screen, biochemical, pooled compound mixtures, fluorogenic substrate. purified FXIIa. actives 0.2% (n = 62,000). Coagulation factor XII (Homo sapiens), P00748. inhibition, % at 5 µM; in the data active = inhibition above about 20%, passing the limit was not always enough;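 note: 0% = enzyme without compound and 100% = no enzyme blank; some results filed as inactive read as strong as hits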
RORa activator: activators of orphan receptor RORA, primary screen, cell-based, luminescence; Nuclear receptor ROR-alpha (Homo sapiens), P35398; CHO-K1 Gal4-RORA LBD luciferase reporter; percent increase over mock-subtracted basal signal; activation, % at 10 µM; actives 1.5% (n = 65,000); AID 560, 2006;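 active = activation above the mean of all tested compounds plus 3 SD, cut at about 49% in these data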;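 note: 0% = DMSO-treated RORA cells and 100% = added signal equal to DMSO minus mock-transfected cells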
TNAP act DEA: human TNAP enzyme activators, primary screen, biochemical, luminescent, intermediate phosphate acceptor level; activation factor at 20 µM; 64,000 tested, under 10 active; purified TNAP, CDP-star luminescence, 100 mM DEA, 30 min; stronger effect = higher value; scale: 0 levamisole-inhibited, 1 vehicle-only enzyme; Alkaline phosphatase, tissue-nonspecific isozyme (Homo sapiens), P05186; AID 813, 2007;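 active = activation factor of at least 2 at 20 µM, relative to controls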
Her2 expr inh: inhibitors of Her2 protein expression, primary screen, SKBR-3 cells, AlphaScreen, 66K library; Receptor tyrosine-protein kinase erbB-2 (Homo sapiens), P04626; SKBR-3 HER2 protein level, 18-24 h; stronger effect = lower value; HER2 level % of control, % at 10 µM; actives 0.69% (n = 65,000);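 active = HER2 level under 5% of the carrier-only control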;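 note: 100% = DMSO carrier and 0% = 500 nM PU-H71 HSP90 inhibitor; lower value means stronger loss of Her2 protein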
SF1 activator: activators of human SF-1, primary screen, cell-based, CHO-K1, Gal4-SF-1 LBD, luciferase luminescence; Steroidogenic factor 1 (Homo sapiens), Q13285; CHO-K1 Gal4-SF-1 LBD luciferase reporter; % increase over DMSO SF-1-specific signal; activation, % at 10 µM; actives 1.9% (n = 65,000); AID 522, 2006;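 active = activation above the mean activation of all tested compounds plus 3 SD, cut at about 50% in these data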
Target sequence (Q13285 whole entry, looked up, the tested form may be a part): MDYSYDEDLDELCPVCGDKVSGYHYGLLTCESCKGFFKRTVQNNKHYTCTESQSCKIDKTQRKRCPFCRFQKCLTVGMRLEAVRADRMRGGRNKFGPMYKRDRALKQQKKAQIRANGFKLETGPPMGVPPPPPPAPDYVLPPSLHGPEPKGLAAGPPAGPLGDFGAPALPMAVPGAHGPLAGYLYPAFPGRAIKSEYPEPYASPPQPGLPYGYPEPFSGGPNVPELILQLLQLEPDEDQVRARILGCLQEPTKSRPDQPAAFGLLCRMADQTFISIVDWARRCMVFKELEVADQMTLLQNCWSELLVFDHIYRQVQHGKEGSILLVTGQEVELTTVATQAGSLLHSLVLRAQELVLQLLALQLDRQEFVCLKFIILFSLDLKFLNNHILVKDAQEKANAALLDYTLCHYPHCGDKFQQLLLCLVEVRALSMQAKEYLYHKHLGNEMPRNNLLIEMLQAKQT
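Test system: CHO-K1 cells co-transfected with Gal4 DBD–human SF-1 LBD, 5xGal4 luciferase reporter. Quantity: 4,000 cells per well. Compound: 10 µM only. Incubation: compound added 1 h post-seeding, 20 h exposure at 37 °C, 5% CO2. Detection: SteadyLite luciferase luminescence. Replication: one test per compound.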
D1 allo mod: D1 CRE-luciferase signal change, two-sided – cell-based, HEK293 D1, dopamine EC30, D1 allosteric modulator project, primary screen. D(1A) dopamine receptor (Homo sapiens), P21728. dopamine EC30 potentiation; actives deviate in either direction. B-score at 10 µM. actives 5.9% (n = 58,000);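 active = luminescence count or its row- and column-corrected plate score outside the 99.7% band of the plate's sample wells, on either side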
Target sequence (P21728 whole entry, looked up): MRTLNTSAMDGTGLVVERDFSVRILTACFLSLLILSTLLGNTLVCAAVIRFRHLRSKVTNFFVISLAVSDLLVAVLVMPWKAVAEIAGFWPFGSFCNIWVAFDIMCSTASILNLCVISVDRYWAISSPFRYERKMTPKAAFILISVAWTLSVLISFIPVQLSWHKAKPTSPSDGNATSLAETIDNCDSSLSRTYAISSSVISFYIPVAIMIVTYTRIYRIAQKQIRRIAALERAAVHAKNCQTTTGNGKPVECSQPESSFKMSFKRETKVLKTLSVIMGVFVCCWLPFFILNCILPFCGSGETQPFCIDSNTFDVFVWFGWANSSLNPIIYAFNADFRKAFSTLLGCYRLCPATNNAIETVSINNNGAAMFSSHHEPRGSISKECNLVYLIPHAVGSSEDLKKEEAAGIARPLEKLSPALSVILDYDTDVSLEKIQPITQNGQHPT
An asterisk follows results filed as active. Rows were taken by chance (roughly 8.9% active in at least one column).

`O=C(NCc1nnc(SCC(=O)N2CCCC2)o1)c1ccccc1F` gave Hsp90 inh -5, DUSP1 inh 6, Cdc25B inh -8, FXIIa mix inh -2, RORa activator -8, TNAP act DEA 0.9, Her2 expr inh 117, SF1 activator 17 and D1 allo mod -0.47.
COc1cccc2[nH]c3c(N4CCN(Cc5ccc6c(c5)OCO6)CC4)ncnc3c12 was read as Hsp90 inh -2, DUSP1 inh 39, Cdc25B inh -2, FXIIa mix inh 2, RORa activator -1, TNAP act DEA 1.1, Her2 expr inh 55, SF1 activator -15 and D1 allo mod 0.43.
O=C(NCCc1ccccc1)C1CCCN(S(=O)(=O)c2cccs2)C1 (configuration not stated) was read as Hsp90 inh -2, DUSP1 inh 2, Cdc25B inh -3, FXIIa mix inh 3, RORa activator 7, TNAP act DEA 0.8, Her2 expr inh 83, SF1 activator 17 and D1 allo mod -0.027.
For CCc1ccccc1N1CC(C(=O)O)CC1=O (configuration not stated) the results were Hsp90 inh -2, DUSP1 inh 23, Cdc25B inh -7, FXIIa mix inh 7, RORa activator -14, TNAP act DEA 1, Her2 expr inh 70, SF1 activator -4 and D1 allo mod -0.4.
O=C(Nc1ccc(N2C(=O)C3C4C=CC(C4)C3C2=O)cc1)Nc1nncs1 (configuration not stated) was read as Hsp90 inh 0, DUSP1 inh -2, Cdc25B inh -10, FXIIa mix inh 8, RORa activator 29, TNAP act DEA 0.9, Her2 expr inh 95, SF1 activator 11 and D1 allo mod -0.27.
For CCCc1cc(C(=O)NCc2ccc(OC)cc2)no1 the results were Hsp90 inh -3, DUSP1 inh -2, Cdc25B inh -2, FXIIa mix inh 5, RORa activator 49*, TNAP act DEA 0.9, Her2 expr inh 89, SF1 activator 29 and D1 allo mod -0.18.
Screening Cn1c(=O)c2c(-c3ccc(C(C)(C)C)cc3)n(N3CCOCC3)cc2n(C)c1=O returned Hsp90 inh -7, DUSP1 inh 6, Cdc25B inh -15, FXIIa mix inh 3, RORa activator 8, TNAP act DEA 1, Her2 expr inh 86, SF1 activator 19 and D1 allo mod 3.8*.
Cc1nc2sc(C(c3ccc(F)cc3)N3CCOCC3)c(O)n2n1 (configuration not stated) was read as Hsp90 inh 2, DUSP1 inh -4, Cdc25B inh -1, FXIIa mix inh 5, RORa activator 4, TNAP act DEA 1, Her2 expr inh 134, SF1 activator -5 and D1 allo mod 0.99.
COc1cc(S(=O)(=O)N2CCOCC2)ccc1NC(=O)COC(=O)C12CC3CC(CC(C3)C1)C2 was read as Hsp90 inh -2, DUSP1 inh 8, Cdc25B inh 5, FXIIa mix inh 3, RORa activator -9, TNAP act DEA 0.9, Her2 expr inh 93, SF1 activator 9 and D1 allo mod 0.43.
Screening COc1ccc(C(=O)OCc2cc3cccc(C)c3[nH]c2=O)cc1 returned Hsp90 inh -2, DUSP1 inh -12, Cdc25B inh 6, FXIIa mix inh -4, RORa activator -4, TNAP act DEA 0.9, Her2 expr inh 100, SF1 activator 12 and D1 allo mod 0.035.
`COc1cc2c(cc1OC)CN(C(=O)COc1ccc(C)c(C)c1)CC2` gave Hsp90 inh -6, DUSP1 inh 13, Cdc25B inh -13, FXIIa mix inh -17, RORa activator 23, TNAP act DEA 0.9, Her2 expr inh 106, SF1 activator -20 and D1 allo mod 13*.
Clc1cccc(NCc2nnc(SCc3ccccc3)o2)c1 was read as Hsp90 inh 3, DUSP1 inh -17, Cdc25B inh -2, FXIIa mix inh 6, RORa activator -2, TNAP act DEA 0.8, Her2 expr inh 96, SF1 activator 6 and D1 allo mod 3.2*.
For CCCCOC(=O)c1ccc(OC(=O)c2cccnc2)cc1 the results were Hsp90 inh -2, DUSP1 inh -20, Cdc25B inh -4, FXIIa mix inh 2, RORa activator 34, TNAP act DEA 0.9, Her2 expr inh 96, SF1 activator 21 and D1 allo mod 0.65.
For CCCCCn1c(CNC(=O)CC)nc2ccccc21 the results were Hsp90 inh -3, DUSP1 inh 0, Cdc25B inh -25, FXIIa mix inh 7, RORa activator -12, TNAP act DEA 0.9, Her2 expr inh 98, SF1 activator -4 and D1 allo mod 0.19.
CC(=O)Oc1oc(-c2ccccc2)nc1/C=N/c1ccccn1 was read as Hsp90 inh 1, DUSP1 inh -8, Cdc25B inh 12, RORa activator 1, TNAP act DEA 0.9, Her2 expr inh 111 and SF1 activator 25.
Screening O=C(NC1=NCCS1)c1csc2ccccc12 returned DUSP1 inh -7, Cdc25B inh -8, FXIIa mix inh 10, RORa activator 29, TNAP act DEA 1, Her2 expr inh 107, SF1 activator 42 and D1 allo mod -0.92.
N/C(=N\O)C1COc2ccccc2O1 (configuration not stated) was read as Hsp90 inh -5, DUSP1 inh -10, Cdc25B inh 5, FXIIa mix inh 8, RORa activator -4, TNAP act DEA 0.9, Her2 expr inh 112, SF1 activator 14 and D1 allo mod 0.27.
`Cc1nc2sc(C(c3cccs3)N3CCN(Cc4ccccc4)CC3)c(O)n2n1` (configuration not stated) gave Hsp90 inh 0, DUSP1 inh 24, Cdc25B inh -1, FXIIa mix inh 0, RORa activator 2, TNAP act DEA 1, Her2 expr inh 68, SF1 activator -12 and D1 allo mod -0.0031.
Screening Cc1ccc(N(C(=O)c2ccc(S(=O)(=O)N3CCOCC3)cc2)C2C=CS(=O)(=O)C2)cc1 (configuration not stated) returned Hsp90 inh 0, DUSP1 inh 8, Cdc25B inh -4, FXIIa mix inh 1, RORa activator -13, TNAP act DEA 1, Her2 expr inh 74, SF1 activator -13 and D1 allo mod 1.
Screening C=CCn1c(SCn2nnc3ccccc3c2=O)nnc1C1CCCCC1 returned Hsp90 inh 0, DUSP1 inh 13, Cdc25B inh -4, FXIIa mix inh -14, RORa activator 9, TNAP act DEA 0.9, Her2 expr inh 86, SF1 activator -1 and D1 allo mod -0.48.

The last two entries of the part before are carried over, then new ones follow.
Screening Cc1ccc(N(C(=O)c2ccc(S(=O)(=O)N3CCOCC3)cc2)C2C=CS(=O)(=O)C2)cc1 (configuration not stated) returned Hsp90 inh 0, DUSP1 inh 8, Cdc25B inh -4, FXIIa mix inh 1, RORa activator -13, TNAP act DEA 1, Her2 expr inh 74, SF1 activator -13 and D1 allo mod 1.
Screening C=CCn1c(SCn2nnc3ccccc3c2=O)nnc1C1CCCCC1 returned Hsp90 inh 0, DUSP1 inh 13, Cdc25B inh -4, FXIIa mix inh -14, RORa activator 9, TNAP act DEA 0.9, Her2 expr inh 86, SF1 activator -1 and D1 allo mod -0.48.
For Cn1nc(-c2ccccc2F)c2cc(C(=O)N3CCN(C(=O)c4ccco4)CC3)sc21 the results were Hsp90 inh -3, DUSP1 inh 16, Cdc25B inh 7, FXIIa mix inh 6, RORa activator -15, TNAP act DEA 0.9, Her2 expr inh 78, SF1 activator 13 and D1 allo mod 1.8.
For COC(=O)c1ccc2c(=O)n3c(nc2c1)SCC(c1ccccc1)=N3 the results were Hsp90 inh -3, DUSP1 inh 4, Cdc25B inh -10, FXIIa mix inh 19, RORa activator -2, TNAP act DEA 0.9, Her2 expr inh 115, SF1 activator -1 and D1 allo mod -0.26.
`Cc1occc1-c1nnc(SCC(=O)NCc2ccco2)n1CC(C)C` gave Hsp90 inh -4, DUSP1 inh -6, Cdc25B inh -14, FXIIa mix inh 1, RORa activator -6, TNAP act DEA 0.9, Her2 expr inh 100, SF1 activator 5 and D1 allo mod -0.022.
`CC1(C)NC(=O)N(CCCCOc2ccc3c(c2)CCC3)C1=O` gave Hsp90 inh -1, DUSP1 inh -6, Cdc25B inh -1, FXIIa mix inh -4, RORa activator 2, TNAP act DEA 0.9, Her2 expr inh 111, SF1 activator 17 and D1 allo mod -1.2.
`O=C(O)COc1cccc2nsnc12` gave Hsp90 inh -8, DUSP1 inh -6, Cdc25B inh 6, FXIIa mix inh 2, RORa activator -3, TNAP act DEA 0.9, Her2 expr inh 117, SF1 activator 1 and D1 allo mod -1.1.
`CC(=O)Nc1cc2c(cc1C(=O)c1ccc(C)cc1)OCCO2` gave Hsp90 inh -12, DUSP1 inh -2, Cdc25B inh -3, FXIIa mix inh -19, RORa activator -4, TNAP act DEA 0.9, Her2 expr inh 99, SF1 activator 9 and D1 allo mod 6.2*.
O=C(NC1CCCCC1)C(c1ccco1)N(Cc1ccco1)C(=O)c1ccco1 (configuration not stated) was read as Hsp90 inh 0, DUSP1 inh 3, Cdc25B inh 1, FXIIa mix inh 1, RORa activator 5, TNAP act DEA 0.9, Her2 expr inh 125, SF1 activator -29 and D1 allo mod -0.75.
COc1ccc(-n2nnnc2SCC(=O)N2C(C)CCCC2C)c(OC)c1 (configuration not stated) was read as Hsp90 inh 0, DUSP1 inh -23, Cdc25B inh 2, FXIIa mix inh -14, RORa activator -9, TNAP act DEA 0.9, Her2 expr inh 110, SF1 activator 7 and D1 allo mod 0.2.
For Cc1ccc(C2/C(=C(\O)c3c(C)nc4ccccn34)C(=O)C(=O)N2CCCN(C)C)o1 (configuration not stated) the results were Hsp90 inh -15, DUSP1 inh -21, Cdc25B inh -1, FXIIa mix inh 3, RORa activator 6, TNAP act DEA 1.1, Her2 expr inh 95, SF1 activator 2 and D1 allo mod 0.04.
N#CCCNCC1(c2ccccc2)CCCC1 was read as Hsp90 inh 0, DUSP1 inh 5, Cdc25B inh -10, FXIIa mix inh 3, RORa activator 6, TNAP act DEA 0.9, Her2 expr inh 81, SF1 activator -3 and D1 allo mod 0.19.
`O=C(NCc1ccco1)c1cccc2c1C(=O)N(C1CCCCC1)C2` gave Hsp90 inh 3, DUSP1 inh 0, Cdc25B inh 1, FXIIa mix inh 8, RORa activator -27, TNAP act DEA 1, Her2 expr inh 123, SF1 activator -5 and D1 allo mod 17*.
`CC1(C)CC(=O)C2=C(C1)OC(N)=C(C#N)C2C1C=CCCC1` (configuration not stated) gave Hsp90 inh -2, DUSP1 inh -38, Cdc25B inh -26, RORa activator -26, TNAP act DEA 0.9, Her2 expr inh 146, SF1 activator 0 and D1 allo mod 4.1.
Screening Cc1cc(C)c2c(n1)nn1c(N3CCN(c4cccc(Cl)c4)CC3)cc(C)nc21 returned Hsp90 inh -5, DUSP1 inh 10, Cdc25B inh 2, FXIIa mix inh 4, RORa activator -2, TNAP act DEA 0.9, Her2 expr inh 79, SF1 activator -25 and D1 allo mod -0.033.
For O=c1cc(-c2ccc(Cl)c(Cl)c2)[nH][nH]1 the results were Hsp90 inh -4, DUSP1 inh 13, Cdc25B inh -10, FXIIa mix inh 4, RORa activator -15, TNAP act DEA 1, Her2 expr inh 68, SF1 activator 0 and D1 allo mod 0.39.
COc1ccc(CN2C(=O)c3cccnc3C2Nc2cc(Cl)c(OC)cc2OC)cc1 (configuration not stated) was read as Hsp90 inh -7, DUSP1 inh 26, Cdc25B inh -12, FXIIa mix inh 0, RORa activator 4, TNAP act DEA 0.9, Her2 expr inh 103, SF1 activator -12 and D1 allo mod 6.5*.
Screening CCC1CC2(C)NC(=O)c3c(sc4c3CC(C)(C)OC4)N2C1=O (configuration not stated) returned Hsp90 inh -2, DUSP1 inh -13, Cdc25B inh 13, RORa activator -18, TNAP act DEA 0.9, Her2 expr inh 121 and SF1 activator 10.

From PubChem BioAssay
